ABHD5 PLIN5 PPI – inhibitors of human ABHD5-perilipin-5 interaction | Q00G26+Q8WTS1 | Split G. princeps luciferase complementation, luminescence, 4 h | inhibition, % at 4 µM | actives 0.78% (n = 360,000) | AID 602281;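 active = inhibition above the mean inhibition across every tested compound plus 3 SD, cut at about 22% in these data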;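 also: 0% = DMSO only wells and the 100% control is not disclosed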
Target sequence (Q00G26 whole entry, looked up): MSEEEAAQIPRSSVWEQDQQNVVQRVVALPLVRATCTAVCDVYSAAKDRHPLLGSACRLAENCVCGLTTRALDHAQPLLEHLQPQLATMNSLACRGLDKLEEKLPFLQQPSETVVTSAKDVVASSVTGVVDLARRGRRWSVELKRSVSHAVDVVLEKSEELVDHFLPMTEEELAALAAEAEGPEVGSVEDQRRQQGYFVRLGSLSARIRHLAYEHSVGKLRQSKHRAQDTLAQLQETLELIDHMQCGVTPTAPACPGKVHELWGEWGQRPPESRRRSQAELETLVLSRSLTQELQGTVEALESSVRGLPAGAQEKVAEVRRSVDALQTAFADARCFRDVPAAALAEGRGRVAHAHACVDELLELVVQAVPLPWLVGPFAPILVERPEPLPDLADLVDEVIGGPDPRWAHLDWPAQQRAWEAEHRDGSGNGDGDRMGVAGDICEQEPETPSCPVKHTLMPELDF
Target sequence (Q8WTS1 whole entry, looked up): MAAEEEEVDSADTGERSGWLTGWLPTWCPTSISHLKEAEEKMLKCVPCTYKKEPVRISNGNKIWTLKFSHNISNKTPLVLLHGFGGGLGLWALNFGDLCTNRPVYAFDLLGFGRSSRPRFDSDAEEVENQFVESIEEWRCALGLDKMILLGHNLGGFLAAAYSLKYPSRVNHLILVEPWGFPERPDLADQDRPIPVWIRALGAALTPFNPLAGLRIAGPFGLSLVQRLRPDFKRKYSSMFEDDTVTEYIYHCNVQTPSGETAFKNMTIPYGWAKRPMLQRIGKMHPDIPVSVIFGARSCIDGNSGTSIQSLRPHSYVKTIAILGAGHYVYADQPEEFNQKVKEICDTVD
NOD2 RIPK2 PPI – NOD2-RIPK2 protein interaction inhibition; O43353; CHO BLA complementation NOD2-RIPK2, CCF4 ratio; inhibition, % at 4.98 µM; actives 0.38% (n = 360,000); AID 624267; in the data active = inhibition above about 21%;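 also: 0% = vehicle only and 100% = reference blocker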
MC4R antag cAMP – human MC4R antagonism in cAMP assay | actives 0.48% (n = 360,000) | inhibition, % at 6.5 µM | MC4R-expressing cells, MTII-stimulated cAMP, LANCE TR-FRET;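 active = inhibition above its plate's cutoff, the mean of tested wells on that plate plus 3 SD, cut at about 29% in these data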;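 also: 0% = Melanotan II alone and 100% = Melanotan II plus saturating MCL0020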
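Assay system: human MC4R-expressing U2OS cells; reagent: Melanotan II stimulation of cells; dosing: 6.5 µM single dose; timing: compound 30 min, challenge 1 h, detection 1 h; signal: TR-FRET cAMP assay; replicates: one well per compound, no replicates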
ABCB6 inh MLPCN – blocks the human ABCB6 transporter; actives 0.19% (n = 360,000); Q9NP58; fluorescence ratio to DMSO, % at 10 µM; AID 602162; K562-ABCB6 porphyrin accumulation, flow cytometry, 1 h; hits give low values;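 active = fluorescence ratio to DMSO below 75%, the collection mean minus 3 SD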;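 also: signal is porphyrin accumulated inside mitochondria; 100% equals median channel fluorescence of DMSO control wells; lower ratio means ABCB6 inhibition with less porphyrin fluorescence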
TLR9-MyD88 inh – TLR9-MyD88 interaction inhibition; Q9NR96+Q99836; CHO BLA complementation TLR9-MyD88, CCF4 FRET ratio; inhibition, % at 4.98 µM; actives 0.21% (n = 340,000);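 active = inhibition above the mean over all tested compounds plus 3 SD, cut at about 21% in these data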;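 also: 0% = DMSO only wells and 100% = clavulanate BLA inhibitor control wells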
N-glyco inh – N-linked glycosylation inhibition | D54 ERlucT glycosylation luciferase reporter, 24 h; percent of 100 nM tunicamycin response | reporter increase, % at 12.5 µM | actives 0.23% (n = 360,000);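 active = mean luciferase reporter signal, scaled so untreated is 0 and the glycosylation-blocking control 100, at or above a set limit in every replicate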;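 also: luciferase carries N-glycosylation sites so blocking glycosylation raises the light; 0% = median of neutral control wells and 100% = median of 100 nM tunicamycin wells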
H9c2 protect – modulators protecting cardiomyocytes from myocardial damage; H9c2 cardiomyocytes, H2O2 injury protection, ATPLite, 2 h; protection from H2O2 cell death, % at 20 µM; actives 0.63% (n = 360,000); AID 588492;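 active = compounds giving at least 50% protection of heart cells from peroxide-induced death in the single-dose screen, raw or plate-pattern-corrected value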;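 also: 0% = DMSO wells with peroxide and 100% = DMSO wells without peroxide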
HTR2A ag – activates the mouse 5-HT2A serotonin receptor; actives 0.66% (n = 360,000); CHO-K1 mHTR2A beta-arrestin complementation, luminescence; percent of 30 µM serotonin response; activation, % at 7.6 µM; AID 624169;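 active = activation above a run cutoff, the mean activation of all tested compounds plus 3 SD, cut at about 14% in these data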;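 also: 0% = plate median of compound wells and 100% = 30 µM serotonin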
MC4R ag barr – agonists of human melanocortin 4 receptor (MC4R) beta-arrestin; P32245; activation, % at 8.9 µM; U2OS MC4R beta-arrestin complementation, luminescence; percent of melanotan II response, DMSO zero; actives 0.98% (n = 360,000);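 active = activation above a per-plate cutoff, the mean activation of sample wells on that plate plus 3 SD, cut at about 8% in these data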
SRC2 inh – human SRC2 (NCOA2) inhibition. AID 651957. actives 0.17% (n = 370,000). HEK293 GAL4-SRC2 luciferase reporter, luminescence. inhibition, % at 9 µM;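 active = inhibition above the mean inhibition of all tested compounds plus 3 SD, set per campaign, cut at about 52% in these data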;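 also: 0% = DMSO treated cells and 100% = cells given Gossypol at 36 µM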
Active calls of the source: *; / = no result given.

SMILES	ABHD5 PLIN5 PPI	NOD2 RIPK2 PPI	MC4R antag cAMP	ABCB6 inh MLPCN	TLR9-MyD88 inh	N-glyco inh	H9c2 protect	HTR2A ag	MC4R ag barr	SRC2 inh
C[C@H](CO)N1C[C@H](C)[C@@H](CN(C)C(=O)CN2CCOCC2)Oc2ncc(-c3cncnc3)cc2C1=O	5	8	2	96	-11	2	-2	-2	0.1	-11
N#CCSc1nnc(N)s1	3	6	1	105	-4	4	-2	4	-1.1	2
CC(=O)c1ccc(N2CCN(C(=O)Nc3ccc(Cl)cc3)CC2)cc1	3	-1	8	97	10	0	-11	1	-2.4	22
O=C(O)c1cccc(S(=O)(=O)N2Cc3ccccc3C2)c1	-2	-8	7	98	-2	-2	12	1	1.6	-4
O=C1CN(c2ccccc2Cl)C(=O)CN1c1ccccc1Cl	-1	-4	4	99	3	-1	4	-2	0.2	-22
COc1ccc(CCNC(=O)c2nnn(CC(=O)Nc3ccccc3)c2N)cc1OC	-5	0	6	211	6	-4	2	-3	0.2	3
CCn1c(SCC(=O)Nc2ccccc2)nnc1C1CCCCC1	4	-12	4	98	-5	-2	12	6	-1.1	-1
CCCCC(C(=O)NC1CCCC1)N(C(=O)c1snc(C(N)=O)c1N)c1ccc(C)cc1 (stereo not given)	9	-6	-7	100	-7	-7	6	-3	-0.2	-12
Cc1cccc(N2C(=O)C(O)=C(C(=O)c3cccs3)C2c2ccc(F)cc2)n1 (stereo not given)	0	6	8	105	-5	1	4	4	-2.0	-45
CC(=O)Nc1ccc(S(=O)(=O)NC(C)C(=O)OCC(=O)NC2CCCC2)cc1 (stereo not given)	7	-6	1	92	1	3	1	7	0.1	-16
CC[C@@]12C(=O)N(c3cccc(Br)c3)C(=O)N1[C@H](c1ccc(OC)cc1)[C@@H]1C(=O)N(C(C)(C)C)C(=O)[C@@H]12	-1	-5	12	103	0	1	-6	8	2.3	7
CCOc1ccc(NC(=S)N2C3CCCC2CC(NC(=O)C2CC2)C3)cc1 (stereo not given)	-9	1	10	100	-7	0	-3	0	3.1	0
COC(=O)[C@@H]1C[C@@H](C(=O)O)[C@H](C)C1(C)C	5	1	10	99	-4	0	1	2	0.1	-36
COc1ccc(C(=O)NCCCn2ccnc2)cc1	-5	-1	1	101	2	0	5	-1	-0.9	-14
CC(C)Cc1nnc(NC(=O)CCNC(=O)c2ccco2)s1	0	-1	8	90	-1	4	4	3	-1.6	0
N#CCCN(C(=O)Nc1ccc(Cl)cc1)c1ccccc1	-4	-2	1	90	-9	0	-5	-3	-1.5	-9
CC1CCN(S(=O)(=O)c2cccc(C(=O)Nc3nccs3)c2)CC1	1	0	11	102	11	0	-5	-5	0.1	6
S=C(NCCc1ccccc1)NCc1cccs1	-3	0	4	99	-2	0	-7	-4	-2.4	-4
CCn1c(CNc2cccc(Cl)c2)nnc1SCC(=O)OC1CCCCC1	1	-5	9	109	3	3	-3	0	-1.8	-15
CCOC(=O)Cc1nnc(NC(=O)C(CC)Sc2nc(C)cc(C)n2)s1 (stereo not given)	-4	4	-1	99	-6	0	-23	-1	-0.2	4

Exported with two lines to a compound: 3 of the compounds above
Under each structure: ABHD5 PLIN5 PPI | NOD2 RIPK2 PPI | MC4R antag cAMP | ABCB6 inh MLPCN | TLR9-MyD88 inh | N-glyco inh | H9c2 protect | HTR2A ag | MC4R ag barr | SRC2 inh
O=C1CN(c2ccccc2Cl)C(=O)CN1c1ccccc1Cl
    -1 | -4 | 4 | 99 | 3 | -1 | 4 | -2 | 0.2 | -22
C[C@H](CO)N1C[C@H](C)[C@@H](CN(C)C(=O)CN2CCOCC2)Oc2ncc(-c3cncnc3)cc2C1=O
    5 | 8 | 2 | 96 | -11 | 2 | -2 | -2 | 0.1 | -11
COc1ccc(C(=O)NCCCn2ccnc2)cc1
    -5 | -1 | 1 | 101 | 2 | 0 | 5 | -1 | -0.9 | -14

Further structures.
SMILES	ABHD5 PLIN5 PPI	NOD2 RIPK2 PPI	MC4R antag cAMP	ABCB6 inh MLPCN	TLR9-MyD88 inh	N-glyco inh	H9c2 protect	HTR2A ag	MC4R ag barr	SRC2 inh
Cc1ccc(S(=O)(=O)NCc2nc3ccccc3c(=O)n2N)cc1	-4	-6	11	92	-5	2	0	5	2.5	7
COc1cccc(C(=O)NCCS(=O)(=O)NCc2ccc(Cl)cc2)c1	1	3	-1	94	8	0	-4	-5	-1.5	-5
COCc1cc(C)nc(SCc2ccc(Br)cc2)c1C#N	4	-13	-19	93	1	-7	-8	-3	2.3	-47
Cc1ccc(NC(=O)C2CCN(c3nc(C)cc(C)n3)CC2)cc1	-4	-6	7	85	3	2	3	-4	-1.0	3
CC(=O)c1ccc(N2CCN(Cc3nc4ccccc4[nH]3)CC2)cc1	2	1	0	89	-7	0	4	0	-0.8	-2
O=c1[nH]nnc2cc(Cl)ccc12	8	4	6	99	-4	1	3	1	-2.5	3
Cc1ccc2cc(C#N)c(N3CCCN(S(=O)(=O)c4ccccc4)CC3)nc2c1C	0	-2	-3	108	-1	1	1	2	-1.3	21
CCn1c(SCC(=O)Nc2ccc(N3CCOCC3)cc2)nnc1-c1ccncc1	3	-5	25	98	-2	0	-3	-4	1.1	2
NC(=O)[C@@H]1CCCCNc2c(I)cc([N+](=O)[O-])cc2C(=O)N[C@@H](CCC(=O)O)C(=O)N[C@@H](CO)C(=O)N1	-8	-6	7	97	-3	3	1	4	0.7	-17
CCOC(=O)C1C(=O)NC(N2CCCCC2)=NC1C(C)C (stereo not given)	-3	3	11	96	-10	0	-7	-4	-1.6	-7
O=C(CCCN1C(=O)c2ccccc2C1=O)NCc1ccco1	10	1	2	103	-6	3	12	3	-0.4	10
Cc1ccc(S(=O)(=O)N2CCOCC2)cc1C(=O)NCc1ccco1	-3	5	12	100	-51	2	-3	-3	-1.7	-3
O=C(C[C@@H]1C[C@H]2c3cc(NC(=O)c4cccnc4)ccc3O[C@H]2[C@H](CO)O1)NCc1ccc(Oc2ccccc2)cc1	8	-14	-8	97	-3	19	31	3	-0.9	17
COc1ccc(C(=O)CSc2nnnn2Cc2ccccc2)cc1	-1	2	7	92	9	3	-2	2	1.4	-16
O=C(CCn1c(=S)oc2ccccc21)Nc1ccccc1Br	-2	9	8	98	5	-3	6	-2	-0.4	-17
COc1ccc(-c2nn(-c3ccccc3)cc2C(=O)NCC(c2cccs2)N2CCOCC2)cc1 (stereo not given)	-6	-7	-4	104	2	-4	3	-2	0.4	4
CN(CC(=O)Nc1ccc(N2CCOCC2)cc1)C(=O)Cc1ccccc1	-2	11	2	100	-7	3	-2	2	-0.8	15
CC(=O)c1csc(-c2cccc(-c3nc4ccc(Cl)cn4c3NC3CCCCC3)c2)c1	-10	3	3	91	-2	-10	-5	2	1.1	1
COc1cccc(N(C(=O)Cc2cccs2)C(C(=O)NC2CCCC2)c2ccncc2)c1 (stereo not given)	-3	-5	6	100	-11	1	-2	-1	-1.9	-11
COc1ccc(/C=C2\SC(=S)N(CCC(=O)N3CCOCC3)C2=O)cc1	-1	-5	-4	96	3	0	-6	4	2.2	-15
Cc1ccc(/C(O)=C2\C(=O)C(=O)N(c3cc(C)on3)C2c2cccc(Cl)c2)cc1 (stereo not given)	-4	-2	2	103	1	-2	17	-4	-2.5	-27
CCOC(=O)C1=NNC(=O)C1	3	-1	0	103	-2	1	0	-1	-0.7	-5
COc1cc(/C=C/C(=O)Nc2cc(C(F)(F)F)ccc2Cl)cc(OC)c1OC	-2	-9	2	89	3	17	8	0	0.3	7
CC(O)CC(=O)NOCc1ccccc1 (stereo not given)	-12	4	-4	103	-4	2	4	2	-1.8	-6
Cc1[nH]nc(-c2ccc(OCc3cnn(-c4ccccc4)c3)cc2O)c1Oc1ccccc1F	9	-2	5	97	-5	-3	-12	9	6.2	-5
CN(C)C(=O)CS(=O)(=O)c1ccc(Cl)cc1	5	1	12	101	-4	-1	2	3	-1.0	16
NC(=S)N/N=C/c1ccc(/C=N/NC(N)=S)cc1	8	-7	9	102	2	-2	5	5	-0.8	-9
COc1ccc(C)cc1S(=O)(=O)N1CCCC(C(=O)NCc2ccccn2)C1 (stereo not given)	-2	5	7	100	-12	0	1	4	2.3	26
Cc1ccc(S(=O)(=O)Oc2ccc(C3C4=C(CCCC4=O)N(CCC(=O)O)C4=C3C(=O)CCC4)cc2Cl)cc1	-5	0	-6	102	5	1	-3	0	-0.8	0
CCCCNC(=O)C[C@@H]1C[C@@]2(C(=O)OCC)CCC=C2N(Cc2ccc3c(c2)OCO3)C1=O	-3	0	/	101	/	/	/	7	/	-12
O=C(CC1SC(N2CCCC2)=NC1=O)Nc1ccc(C(=O)NCc2ccccc2F)cc1 (stereo not given)	-1	0	21	99	-9	3	-7	0	2.1	5
Cc1ccc(C(=O)Nc2cccc(C(F)(F)F)c2)cc1Nc1cnccn1	4	-1	-2	99	14	-8	1	-3	-0.2	-2
O=C(NCc1ccco1)c1ccc(Cn2c(=O)c3ccccc3n(Cc3ccc(Cl)cc3)c2=O)cc1	5	-12	0	89	7	-5	0	-5	-0.6	-3
O=C(Nc1cc(Cl)cc(Cl)c1)N1CCCC1	-2	-6	4	91	-6	0	-10	-2	-3.5	-18
CCCCC[C@@H](C)N1C[C@@H](COCc2ccccc2)Oc2cc(N3CC[C@@H](N(C)C)C3)ccc2S1(=O)=O	28*	-4	/	96	/	/	/	6	/	-10
CCn1c(-c2sc(-c3ccccc3)nc2C)n[nH]c1=S	-10	-12	9	105	2	2	2	4	-3.8	-8
C/C(=N\NC(=O)CNC(=O)c1ccccc1Br)c1ccco1	2	-3	5	101	-7	-2	1	1	-0.4	4
O=C(Nc1ccccc1)N1CCC(=S)Nc2ccccc21	3	-1	8	93	4	3	6	-1	-2.5	-15
O=C(Nn1nnnc1Nc1ccccc1)C12CC3CC(CC(C3)C1)C2	11	-7	-1	96	-11	0	-7	-2	0.8	-14
COc1ccc(C(CNC(=O)CNC(=O)c2ccc(F)cc2)N2CCCC2)cc1 (stereo not given)	3	-7	13	102	1	-2	2	-2	1.4	-2
Cc1c(/C(O)=C2\C(=O)C(=O)N(CCN(C)C)C2c2cccs2)cnn1-c1ccccc1 (stereo not given)	-2	-14	-2	93	-4	-1	-4	2	-2.0	-28
CC(C)(C)OC(=O)NCc1nc(N)n[nH]1	-3	0	2	104	0	1	-6	-3	-0.6	4
CCCNC(=O)C1(C)CCCN(C(=O)c2cc(C)n(C(C)(C)C)n2)C1 (stereo not given)	0	2	2	84	/	0	1	2	-2.0	-21
Cc1ccc(Nc2c(-c3ccc(N4CCOCC4)cc3)nc3ncccn23)c(C)c1	6	17	19	99	14	-3	16	-1	1.4	-8
Fc1ccccc1/C=N/Nc1ncnc2nc[nH]c12	4	-6	-6	97	4	7	26	0	0.0	-93
CCn1c(SCC(=O)NNC(=O)c2ccccc2)nnc1-c1ccco1	3	-5	0	95	6	-2	-8	-3	-3.0	-10
CC1CCc2sc(C(=O)NNC(=O)c3ccncc3)cc2C1 (stereo not given)	3	4	-3	101	4	3	3	0	-2.3	-10

Assay outcomes deposited in PubChem by several laboratories.

This is a subset, so the mix of outcomes need not match the whole.
